Bioassay records (PubChem BioAssay)
TEAD-YAP inh – TEAD-YAP interaction inhibition; HEK-TIYL cells, TEAD-Gal4/YAP UAS-luciferase luminescence; inhibition, % at 9.12 µM; actives 1.4% (n = 640,000); AID 1259422; in the data active means inhibition above about 32%;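 further: 0% = median of test compound wells and 100% = reference inhibitor wells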
GPR151 ag – human GPR151 activation; activation, % at 11.2 µM; PathHunter beta-arrestin GPR151 cells, luminescence; AID 1508602; actives 1% (n = 650,000); Q8TDV0; in the data active means activation above about 4.9%;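 further: 0% = median of compound wells and 100% = cells with positive control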
Target sequence (Q8TDV0 whole entry, looked up): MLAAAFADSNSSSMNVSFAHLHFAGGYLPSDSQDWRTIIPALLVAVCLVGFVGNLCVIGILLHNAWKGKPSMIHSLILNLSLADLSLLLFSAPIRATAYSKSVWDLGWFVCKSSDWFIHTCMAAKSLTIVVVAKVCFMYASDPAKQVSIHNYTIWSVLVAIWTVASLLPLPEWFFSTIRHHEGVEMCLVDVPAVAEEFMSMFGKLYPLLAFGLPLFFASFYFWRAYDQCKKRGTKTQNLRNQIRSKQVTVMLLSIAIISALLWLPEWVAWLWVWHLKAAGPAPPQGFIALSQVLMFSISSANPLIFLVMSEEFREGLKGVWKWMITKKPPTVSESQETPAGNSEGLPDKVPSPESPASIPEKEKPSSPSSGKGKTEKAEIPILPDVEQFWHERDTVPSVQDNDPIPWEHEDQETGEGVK
MITF inh – human MITF inhibition, primary screen; O75030; AlphaScreen MITF homodimerization, bead proximity signal; inhibition, % at 2.6 µM; actives 0.91% (n = 650,000); in the data active means inhibition above about 50%;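 further: 0% = vehicle wells with protein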
FBW7 activator – human FBW7 E3 ligase activation, primary screen | actives 0.13% (n = 650,000) | AID 1259310 | normalized activity (activation), % at 26.1 µM | Q969H0 | AlphaScreen FBW7–phospho-cyclin E peptide binding, activator screen; in the data active means normalized activity above about 1.9%;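 further: purified mutant Fbw7 with reduced substrate affinity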
Target sequence (Q969H0 whole entry, looked up): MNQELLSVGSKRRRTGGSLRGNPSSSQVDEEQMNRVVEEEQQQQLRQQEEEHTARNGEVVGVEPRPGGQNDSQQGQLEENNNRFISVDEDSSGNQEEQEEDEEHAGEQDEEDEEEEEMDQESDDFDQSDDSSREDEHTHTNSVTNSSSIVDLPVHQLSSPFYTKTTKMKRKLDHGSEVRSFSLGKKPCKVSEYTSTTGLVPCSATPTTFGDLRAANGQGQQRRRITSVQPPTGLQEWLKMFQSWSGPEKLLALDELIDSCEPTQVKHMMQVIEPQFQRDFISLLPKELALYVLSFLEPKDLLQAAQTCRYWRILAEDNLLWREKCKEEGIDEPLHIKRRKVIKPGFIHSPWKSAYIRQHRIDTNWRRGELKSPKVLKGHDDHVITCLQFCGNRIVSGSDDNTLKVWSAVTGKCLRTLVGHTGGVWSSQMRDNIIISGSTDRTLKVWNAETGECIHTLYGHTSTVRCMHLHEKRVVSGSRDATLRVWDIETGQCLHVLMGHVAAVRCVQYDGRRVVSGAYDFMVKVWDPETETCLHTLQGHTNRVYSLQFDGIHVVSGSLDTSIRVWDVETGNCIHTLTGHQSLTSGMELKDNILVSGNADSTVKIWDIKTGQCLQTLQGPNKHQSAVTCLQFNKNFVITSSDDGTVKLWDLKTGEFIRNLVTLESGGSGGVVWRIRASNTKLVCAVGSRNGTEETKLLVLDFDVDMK
* hit, by the source's call.

molecule	MITF inh	FBW7 activator	TEAD-YAP inh	GPR151 ag
CCN(CC)C(=O)CSc1nnc2c3c4c(sc3ncn12)CCCC4	0.0	1.6	-53.2	-0.9
COC(=O)c1sc(S(=O)(=O)N2CCCC2)c(C(=O)OC)c1C	4.2	-0.1	-11.1	-0.8
Cc1ccc(S(=O)(=O)NNS(=O)(=O)c2ccccc2)cc1[N+](=O)[O-]	-9.5	-0.1	-9.5	-1.0
C=CCSc1nc(O)c(CC)c(=O)n1C(C)CC (stereo unspecified)	9.1	-0.1	0.1	0.2
CC(C)C1=NN(C(=O)COc2ccc([N+](=O)[O-])cc2)C(O)(C(F)(F)F)C1 (stereo unspecified)	20.4	0.3	11.2	-1.7
O=C(c1ccccc1)N1CCCCC(Sc2nnc3sc4ccccc4n23)C1=O (stereo unspecified)	-1.8	0.0	-15.2	-0.1
COc1ccccc1-c1cc(C(=O)NCc2ccc(S(N)(=O)=O)cc2)c2ccccc2n1	10.1	0.1	5.8	-0.3
Cc1ccc(SCC(=O)N(C)C2CCS(=O)(=O)C2)cc1 (stereo unspecified)	29.8	-0.3	-9.6	2.4
COc1cc(OC)nc(Oc2ccccc2C(=O)NN(C)C)n1	-12.3	0.0	1.6	-0.6
N#Cc1c(Cl)nsc1NC(=O)c1ccccc1F	-0.7	0.0	17.8	1.7
CCOC(=O)C1(Cc2ccc(Cl)cc2)CCN(C(=O)c2sc(C)nc2C)CC1	9.9	-0.1	7.7	-0.3
CCCc1cc(=O)[nH]c(Nc2ccc3c(c2)OCCO3)n1	15.4	0.9	9.0	-1.2
NNC(=O)c1ccccc1OCCOc1ccccc1	9.4	0.8	-6.8	0.1
CC(=O)Oc1ccc(C(=O)Nc2nnc(COc3ccccc3)s2)cc1	-1.0	0.0	-1.1	0.7
O=c1[nH]c(SCc2ccccc2Cl)nc2c1CCC2	10.6	1.3	-1.9	-1.3

(cont.)
molecule	MITF inh	FBW7 activator	TEAD-YAP inh	GPR151 ag
O=C(O)Cn1c2ccccc2c2nnc(SCC(=O)Nc3cccc(Br)c3)nc21	-9.0	0.1	0.9	-0.7
C=CCN1C(=O)/C(=C\c2ccccc2C)C(=O)NC1=S	-10.1	-0.2	2.6	-1.9
N#Cc1c(C(F)(F)F)cc(-c2cccs2)nc1SCC(O)CN1CCSCC1 (stereo unspecified)	9.5	0.0	7.6	-0.2
CC(C)C(C(=O)Nc1ccc(S(N)(=O)=O)cc1)N1C(=O)C2C3C=CC(C3)C2C1=O (stereo unspecified)	-2.1	-0.1	5.2	0.4
COCCn1c(C)cc2c(c1=O)C(c1ccc(Cl)cc1Cl)C(C(=O)OC)=C(N)O2 (stereo unspecified)	9.9	0.1	0.3	7.1*
O=C(O)CCCCCNc1ncnc2sc3c(c12)CCC3	-4.2	0.0	7.7	-0.3
CCCCNS(=O)(=O)c1ccc(NC(=O)c2cnc(C)cn2)cc1	-2.3	-0.1	-2.8	0.4
CCOC(=O)C1=C(C)N=c2s/c(=C/c3ccc(N(C)C)o3)c(=O)n2C1c1ccccc1OC(C)C (stereo unspecified)	-6.1	-0.3	3.5	-1.1
Cc1nc2c(C(=O)NCc3ccco3)c[nH]n2c(=O)c1Cl	-7.3	-0.2	0.3	2.6
O=C(CNS(=O)(=O)/C=C/c1ccccc1)OCc1cc([N+](=O)[O-])cc2c1OCOC2	-4.9	0.0	5.6	2.8
N#C/C(=C\c1ccc(-c2ccccc2F)o1)c1nn(CCO)c(N)c1C#N	-3.0	-0.1	-13.2	-1.1
Cc1ccc(C(=O)c2ccc(Br)cc2)cc1S(=O)(=O)Nc1ccccn1	13.2	-0.1	8.1	-1.2
COCCOC(=O)C1=C(C)N=C2SCCC(=O)N2C1c1ccc(Cl)cc1Cl (stereo unspecified)	4.1	0.1	9.9	-0.4
COc1ccc(-c2ccc(=O)n(Cc3cccc(Cl)c3)c2)cc1	-6.5	0.1	4.0	0.3
COc1ccc2c(c1)CCc1c(C(=O)Nc3cccnc3Cl)noc1-2	9.1	-0.1	-14.7	1.2

Arranged by molar mass (high to low): part of the list above.
molecule	MITF inh	FBW7 activator	TEAD-YAP inh	GPR151 ag
O=C(O)Cn1c2ccccc2c2nnc(SCC(=O)Nc3cccc(Br)c3)nc21	-9.0	0.1	0.9	-0.7
COc1ccc2c(c1)CCc1c(C(=O)Nc3cccnc3Cl)noc1-2	9.1	-0.1	-14.7	1.2
COc1ccc(-c2ccc(=O)n(Cc3cccc(Cl)c3)c2)cc1	-6.5	0.1	4.0	0.3
Cc1nc2c(C(=O)NCc3ccco3)c[nH]n2c(=O)c1Cl	-7.3	-0.2	0.3	2.6

(list continues)
molecule	MITF inh	FBW7 activator	TEAD-YAP inh	GPR151 ag
CCC(Sc1nc2cc3c(cc2c(=O)n1Cc1ccc(C(=O)N2CCN(c4ccccc4)CC2)cc1)OCO3)C(=O)NCCCOC (stereo unspecified)	-1.9	0.1	-5.3	1.8
Cc1ccc(NC(=O)CSc2nc3n[nH]c(C)c3c(=N)n2-c2cccc(Cl)c2)cc1	12.9	0.4	6.2	-0.4
O=c1oc2cc3occ(-c4ccccc4)c3cc2c2c1CCC2	-11.4	0.0	-2.8	0.3
CCOC(=O)c1c(NC(=O)COc2ccc(Br)cc2Br)sc2c1CCCC2	1.4	-0.1	-0.3	0.9
CCOc1ccccc1C(=O)O/N=C(\N)c1cccnc1	-6.8	0.0	-11.1	1.3
COc1ccc(CCNc2nc(N3CCC(N4CCOCC4)CC3)nc3c2ncn3C2CCCCC2)cc1	0.5	-0.2	0.0	-1.4
COc1ccc(Cl)cc1N(CC(=O)NCCSCc1ccco1)S(C)(=O)=O	5.7	-0.2	0.1	-2.0
COc1cccc(C(=O)NC(CC(=O)O)c2ccc(C(C)(C)C)cc2)c1 (stereo unspecified)	-2.1	-0.1	12.2	1.1
CCN1/C(=C\C(=O)CSc2n[nH]c(N)n2)C(C)(C)c2c1ccc1ccccc21	-5.5	0.1	-4.0	-0.8
COc1ccc(/C=C2/C=CC(=O)O2)cc1	4.5	0.0	-5.9	-0.5
CN1CCN(CCCNC(=O)c2cn(C)c(=O)c3c2c2ccccc2n3C)CC1	11.6	0.0	9.5	0.4
CCc1ccccc1NC(=O)CN(c1cccc(C(F)(F)F)c1)S(=O)(=O)c1ccccc1	2.0	-0.1	-6.6	0.6
COC(=O)c1ccccc1NC(=O)CSC1=NC(=O)C(c2ccccc2)C(=O)N1 (stereo unspecified)	7.1	0.1	-10.1	0.0
CCN1CCCC1CNC(=O)c1sc2ncn(CC(=O)Nc3ccc(C)c(Cl)c3)c(=O)c2c1C (stereo unspecified)	20.0	0.1	5.3	-0.7
Cc1oc(-c2ccccc2Cl)nc1CSCC(=O)NC1CC1	6.7	0.0	-19.2	0.4

The listing continues.
molecule	MITF inh	FBW7 activator	TEAD-YAP inh	GPR151 ag
O=C(/C=C/c1ccccc1[N+](=O)[O-])Nc1ccc(Br)cc1	7.6	0.1	-31.7	4.3
Brc1ccc(NC2=NCCCCC2)cc1	-2.0	0.0	-9.6	0.1
COC(=O)C1=CNC=C(C(=O)OC)C1c1ccccc1OC(C)C	-1.2	0.1	-8.0	1.1
CCc1ccc(-n2c(=S)sc3c(=O)n(-c4ccc(F)cc4)c(SCC(=O)NCCc4ccccc4)nc32)cc1	16.6	0.2	18.9	-0.1
O=C1NCCN(Cc2cccs2)C1CC(=O)N1CCC(O)(c2ccccc2)CC1 (stereo unspecified)	-4.0	-0.1	1.3	0.0
CCCc1c(C)nc2c(C(=O)NCc3ccccc3)c[nH]n2c1=O	-8.1	0.1	-6.8	-0.2
COc1ccc(S(=O)(=O)NCc2ccc(C(=O)NCc3ccc(F)cc3)cc2)cc1	15.0	0.6	5.8	-1.3
Cc1cc(NC(=O)CS(=O)(=O)c2cn(C)c3ccccc23)no1	13.7	0.0	14.3	-0.4
O=S(=O)(c1ccc(F)cc1)c1nc(-c2ccccc2)oc1NCC1CCCO1 (stereo unspecified)	3.8	-0.1	4.4	1.8
O=C(Nc1c(-c2ccccc2)c2cc(Br)ccc2[nH]c1=O)c1cccc(Cl)c1	5.9	0.5	-9.3	-0.2
CC(=O)Nc1ccc(NC(=O)c2cc3ccccc3oc2=O)cc1	12.1	0.1	-27.2	-0.5
Cc1ccc(C)c(NC(=O)CCC(=O)NNC(=O)COc2cc(C)ccc2C(C)C)c1	13.4	0.8	12.5	-2.2
CCOC(=O)c1c(-c2ccc(C)cc2)csc1NC(=O)CC	-17.9	0.3	12.4	5.1*
COC(=O)c1ccc(C(=O)OC)c(NC(=S)N2CCOCC2)c1	24.8	0.6	13.2	-0.2
O=CN1CCCN(C2CCN(c3ccc(NC(=O)COc4ccccc4)cc3)CC2)CC1	-7.3	-0.1	-4.9	0.3

The list goes on:
molecule	MITF inh	FBW7 activator	TEAD-YAP inh	GPR151 ag
CN1CCN(CCCNC(=O)CCC(=O)N2CCOc3ccccc32)CC1	2.0	-0.1	1.2	-0.3
CNC(=O)c1cccc(S(=O)(=O)N2CCCCC2)c1	16.0	0.2	-3.8	-0.9
CN(C)S(=O)(=O)c1ccc(Cl)c(C(=O)Nc2ccccc2[N+](=O)[O-])c1	-1.2	0.1	2.9	-1.1
C#CC(O)(c1ccc(OC)cc1OC)c1ccc(OC)cc1OC	-0.3	-0.1	33.4*	-2.1
Cc1cccc(N2C(=O)c3ccccc3C2=O)n1	-9.2	0.0	-12.4	-0.2
CC(C)(O)C#Cc1ccc(CN2CCN(Cc3cccs3)C(CCO)C2)cc1 (stereo unspecified)	-3.4	-0.2	7.4	3.6
Cc1sc2nc(-c3ccccc3Cl)n(Cc3csc(-c4ccc(Cl)cc4)n3)c(=O)c2c1C	-9.9	-0.1	2.7	0.9
O=C(NCCc1ccccc1)c1cccc(OC2CCN(C3CCSCC3)CC2)c1	16.0	0.0	-10.0	0.3
COc1ccc(/C=N/NC(=O)CSCc2cccc(Br)c2)cc1	-3.8	0.1	4.0	4.7
O=C(NCc1ccccc1)c1cccc(F)c1	17.9	-0.1	0.1	0.0
COc1ccc(-c2nnc(-c3ccccc3Br)o2)cc1OC	-5.9	0.0	-66.8	-1.7
CC(CC(=O)N(C)C1CCCCC1)S(=O)(=O)c1ccc2c(c1)OCC(=O)N2 (stereo unspecified)	-3.8	0.2	-1.9	1.3
O=C(c1ccc(SCc2cccnc2)c([N+](=O)[O-])c1)N1CCCCCC1	10.5	-0.1	0.8	-0.6
CCCCn1c2c(c(=O)n(C)c1=O)C(=O)C(CC(=O)O)N2 (stereo unspecified)	16.8	0.1	5.2	-1.7
O=C(N/N=C/c1ccc(O)cc1)c1cc(-c2ccc(F)cc2)n[nH]1	11.6	0.4	10.3	-6.3

The listing continues:
molecule	MITF inh	FBW7 activator	TEAD-YAP inh	GPR151 ag
COc1cc(C2C(C#N)=C(N)Oc3n[nH]c(-c4ccc(C)cc4)c32)ccc1O (stereo unspecified)	18.6	-0.1	4.1	-0.5
NC(=O)Cn1nnc(-c2ccccc2NC(=O)c2cc3ccccc3oc2=O)n1	1.2	0.0	-48.8	0.5
COc1cc([N+](=O)[O-])cc(/C=N/NC(=O)c2ccccc2OC(C)C)c1O	-9.8	0.0	7.8	-0.5
CC(C)Cc1oc(C(=O)O)cc1CN1CCOCC1	12.3	0.1	0.6	0.3
O=C(CN1CCC(O)(c2ccccn2)CC1)Nc1ccc2c(c1)OCO2	3.3	0.5	15.5	-1.8
Cc1cccc(C)c1-n1nnnc1SCC(=O)NC(C)(C)C	-9.1	-0.1	6.6	-0.1
COc1ccc2cc(NC(=O)/C=C/c3ccccc3)c(=O)oc2c1	9.6	0.1	-3.3	2.9
CN(C)c1ccc(NC(=O)c2cc(Cl)ccc2[N+](=O)[O-])cc1	6.4	-0.2	-8.0	1.1
O=C(COc1ccc(Cl)cc1Cl)c1ccc[nH]1	-7.4	-0.1	-44.6	-0.8
COc1ccc(-c2ccc(C(=O)Nc3ccc(NC(C)=O)cc3)s2)cc1	2.2	0.0	-11.7	-12.0
CSc1cccc(C(=O)N(Cc2ccco2)c2nc3ccc(F)cc3s2)c1	-9.9	0.1	-36.1	-0.8
Cc1ccc(C(=O)N/C(=C\c2ccc3c(c2)OCO3)C(=O)NC(CC(C)C)C(=O)O)cc1 (stereo unspecified)	1.9	0.0	6.6	0.7
Cc1ccc(C(=O)Nc2ccc([N+](=O)[O-])cc2N)cc1	-10.4	0.0	-66.2	4.1
CCc1ccc2oc(=O)cc(-c3oc4ccccc4c3NC(=O)C3CC3)c2c1	-3.2	0.5	-10.7	-1.5
c1ccc(Cc2nc3c4c5c(sc4ncn3n2)CCCC5)cc1	9.0	0.1	3.1	-0.5

Additional results.
molecule	MITF inh	FBW7 activator	TEAD-YAP inh	GPR151 ag
O=[N+]([O-])c1ccc2[nH]c3c(c2c1)CCCC3=NCCO	5.5	0.0	-2.9	3.0
CCOc1ccc(S(=O)(=O)N(CC(=O)NC(C)(C)C)c2ccc(C)cc2)cc1	-3.1	0.0	8.6	2.1
CCc1ccc(C2C(C#N)=C(SCc3ccccc3)NC(=O)C2C(=O)OC)cc1 (stereo unspecified)	4.7	0.1	3.2	2.5
CC(C)c1ccc(S(=O)(=O)N2CCN(CC(=O)c3ccc4c(c3)OCO4)CC2)cc1	-16.7	-0.1	-0.9	-2.1
O=c1c(Cl)c(Cl)cnn1-c1ccc([N+](=O)[O-])cc1	-0.9	0.0	11.9	1.0
Cc1c(Cl)cccc1NC(=O)Nc1c(C)n(C)n(-c2ccccc2)c1=O	-14.8	0.1	0.8	-0.9
CCOc1c(OC)cccc1C1C(C(=O)OC)=CN(c2ccc(F)cc2)C=C1C(=O)OC	12.1	0.0	6.2	1.3
Cc1occc1C(=O)N1CCN(Cc2ccccc2)CC1	11.5	0.0	-4.4	0.1
